Assay outcomes: PubChem, National Center for Advancing Translational Sciences (NCATS)
TRb SRC2 PPI – inhibitors of human thyroid hormone receptor beta-SRC2 interaction; Potency, µM (doses to about 106 µM), for the others: top-dose activity change, negative = inhibition, hits mostly inhibitors; 0.065% of 280,000 active; TRbeta-SRC2 peptide binding, fluorescence polarization; receptor liganded with 1 µM T3; AID 1469;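 further: plate controls were bound peptide for no effect and peptide without receptor for full effect; nearly all actives have a fitted effect of over 50% in size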
Target sequence (P10828 whole entry, looked up): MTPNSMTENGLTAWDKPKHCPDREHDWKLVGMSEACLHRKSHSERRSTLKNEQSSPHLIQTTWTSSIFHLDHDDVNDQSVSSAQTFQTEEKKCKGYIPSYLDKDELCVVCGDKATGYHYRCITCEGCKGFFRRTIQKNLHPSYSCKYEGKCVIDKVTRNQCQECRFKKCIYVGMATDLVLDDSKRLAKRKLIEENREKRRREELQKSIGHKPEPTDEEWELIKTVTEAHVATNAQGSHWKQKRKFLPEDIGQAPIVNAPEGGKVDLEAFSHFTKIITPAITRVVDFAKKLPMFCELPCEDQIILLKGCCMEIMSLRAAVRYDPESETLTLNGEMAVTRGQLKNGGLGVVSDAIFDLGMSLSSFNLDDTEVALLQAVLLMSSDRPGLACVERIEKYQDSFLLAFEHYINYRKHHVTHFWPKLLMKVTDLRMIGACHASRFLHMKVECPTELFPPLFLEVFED
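Fluorescence polarization of 20 nM Texas Red SRC2 peptide with 0.6 uM human TRb ligand-binding domain, in Tris buffer with 1uM T3 and 5% DMSO. Incubated 5 hr ambient; normalized to unbound and bound controls.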
L3MBTL1 inh – blocks human L3MBTL1; 0.66% of 230,000 active; Potency, µM (highest dose often 57.1 µM), for inactives: at the highest dose activity, negative = inhibition, hits mostly inhibitors; AID 485360; Q9Y468; AlphaScreen L3MBTL1–H3K9me1 peptide binding; further: nearly all actives have a fitted effect of over 60% in size
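AlphaScreen assay: L3MBTL1 (50 nM final) was preincubated 30 min at room temperature with biotinylated H3(1-15)K9me1 peptide (75 nM final), then 30 min with library compounds; streptavidin donor and nickel chelate acceptor beads (10 ug/mL final) added, 30 min dark.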
Tau ThT inhib – blocks human tau fibril formation measured by thioflavin T | Potency, µM (top dose mostly 57.4 µM), for inactives: top-dose activity, negative = inhibition, actives largely listed as inhibitors | recombinant tau K18 P301L (four-repeat tau fragment), heparin-induced fibrillization, ThT fluorescence | 2.1% of 270,000 active | P10636; further: nearly all actives have a fitted effect of over 55% in size
Target sequence (P10636 561-689 P618L limits assumed): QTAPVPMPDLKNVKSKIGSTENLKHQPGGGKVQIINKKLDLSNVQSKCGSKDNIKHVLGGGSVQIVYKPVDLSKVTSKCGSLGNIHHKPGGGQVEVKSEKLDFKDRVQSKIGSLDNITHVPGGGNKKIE
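Heparin-induced fibrillization of the P301L-mutant K18 repeat-domain fragment of human tau was followed by ThT binding in quantitative high-throughput format.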
TR SRC2 fluor cs – counter-screen for TRb-SRC2 inhibitors: fluorescence interference; TRb/SRC2 Texas Red total fluorescence interference; 0.29% of 280,000 active; Potency, µM (doses to about 106 µM), for inactives: top-dose fluorescence change, negative = quenching; AID 1479; active means well fitted curve in either direction with a large enough effect; inconclusive means small, poorly fitted or top-dose-only effect
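Flags fluorescent or light-absorbing compounds by total fluorescence, S + 2P, at 555 nm excitation and 632 nm emission. Mixture: 20 nM Texas Red SRC2 peptide, 0.6 uM human TRb LBD, 1 uM T3, 5% DMSO; compound exposure 5 h at ambient temperature.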
RECQ1 helicase – blocks DNA unwinding by human RECQ1; RECQ1 DNA unwinding, red fluorescence kinetic read; Potency, µM (titrated, usually from 57.3 µM), without a hit: at the top dose activity, negative = inhibition, most hits filed as inhibitors; 0.54% of 240,000 active; AID 2549;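 further: plate controls were vehicle for no effect and no enzyme for full effect; nearly all actives have a fitted effect of over 30% in size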
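50 nM RECQ1T1 preincubated 15 min with compound in Tris pH 8.0 buffer with MgCl2, DTT, Tween-20 and 2.5 ug/ml poly(dI-dC); started with 200 nM TAMRA/BHQ-2 forked duplex and 2 mM ATP. Unwinding read as fluorescence (525/598 nm), two reads 2 h apart.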
GoLoco inh red – RGS12 GoLoco-Gai1 interaction inhibition. P63096. Potency, µM (top dose mostly 61.6 µM), without a hit: at the highest dose activity, negative = inhibition, most hits filed as inhibitors. Gai1:RGS12 GoLoco peptide FP, rhodamine, 10 min. 0.44% of 230,000 active; active means well fitted inhibition curve with a large enough effect, not every such curve was filed as active; inactive means no such curve, though single readings can be large or run the other way; further: nearly all actives have a fitted effect of over 30% in size; many of its hits are not listed in these tables
Tau fibril FP – inhibitors of human tau fibril formation; Potency, µM (highest dose often 57.7 µM), without a hit: top-dose activity, negative = inhibition, most hits filed as inhibitors; 0.39% of 280,000 active; K18 P301L tau heparin fibrillization, Alexa594 FP, 6 h; further: nearly all actives have a fitted effect of over 55% in size
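K18 P301L tau (15 uM unlabeled/0.24 uM Alexa 594-labeled, final) + compound + heparin 20 uM final; 100 mM NaOAc pH 7; 6 hr 37 C; ThT 30 uM final added, 1 hr RT; FP ex 555/em 632 nm.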
KDM4E inh – inhibitors of human JMJD2E histone demethylase; B2RXH2; 1.6% of 230,000 active; Potency, µM (doses to about 57.1 µM), for the others: top-dose activity change, negative = inhibition, most hits filed as inhibitors; JMJD2E catalytic domain, FDH-coupled NADH fluorescence (FDH is formaldehyde dehydrogenase); active means well fitted inhibition curve with a large enough effect, not every such curve was filed as active; inconclusive means small, poorly fitted or top-dose-only effect, or another doubt; inactive means no such curve, though single readings can be large or run the other way;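 further: 0% = wells with enzyme and -100% = buffer wells without enzyme; nearly all actives have a fitted effect of over 50% in size; many of its hits are not listed in these tables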
Target sequence (B2RXH2 1-337 limits assumed): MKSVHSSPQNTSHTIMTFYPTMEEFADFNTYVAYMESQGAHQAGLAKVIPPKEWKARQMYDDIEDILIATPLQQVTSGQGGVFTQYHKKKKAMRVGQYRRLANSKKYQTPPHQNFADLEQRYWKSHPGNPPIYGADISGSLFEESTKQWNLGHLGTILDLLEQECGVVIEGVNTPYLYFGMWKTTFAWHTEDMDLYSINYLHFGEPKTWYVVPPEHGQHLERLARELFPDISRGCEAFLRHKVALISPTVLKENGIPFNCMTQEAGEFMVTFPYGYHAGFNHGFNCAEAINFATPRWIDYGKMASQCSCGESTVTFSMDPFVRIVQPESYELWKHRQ
* marks the source's active call; other numbers are inactive results; i = inactive; ? = inconclusive; · = no result given; [ ] = another dose, or the depositor's remark. Unless noted, the call rests on the fitted dose curve; in most records, active means well fitted curve in the direction sought with a large enough effect; inconclusive means small, poorly fitted or top-dose-only effect, or another doubt; inactive means no such curve, though single readings can be large; an effect the other way counts as inactive or inconclusive. Unless noted, on the % scale 0 is the no-effect control and ±100 the full control effect; potency means the concentration at half of the fitted maximal effect.

1. O=C(CN1C(=O)CSC1=O)NCc1ccccc1
2. COc1cccc(NC(=O)C2CC2(c2cccc(OC)c2)c2cccc(OC)c2)c1 (stereo unspecified)
3. O=C(Nc1ccc(Cc2ccncc2)cc1)c1ccco1
4. CCOC(=O)c1cnc(-n2cc(C)cn2)nc1NCc1ccc2c(c1)OCO2
5. CCOC(=O)c1cnn(-c2ncnc3sc(C)c(C)c23)c1N

Screen / compound no.	1	2	3	4	5
TRb SRC2 PPI	4%	-6%	-4%	6%	-11%
L3MBTL1 inh	4%	-1%	-8%	-6%	3%
Tau ThT inhib	-4%	2%	5%	-10%	-6%
TR SRC2 fluor cs	-1%	0%	0%	1%	-2%
RECQ1 helicase	13%	0%	i	1%	2%
GoLoco inh red	13%	2%	-3%	0%	-6%
Tau fibril FP	3%	4%	1%	-2%	0%
KDM4E inh	5%	-6%	7%	1%	0%

6. C[C@@H](C(=O)N1CCN(C(=O)OC(C)(C)C)CC1)n1cc(CCCN=C(NC(=O)OC(C)(C)C)NC(=O)OC(C)(C)C)nn1
7. CC(=O)c1sc(-c2ccccc2)cc1N
8. CCCC(=O)N1CCc2cc(OC)c(OC)cc2C1COc1ccccc1OC (stereo unspecified)
9. Cc1c(O)c(S(=O)(=O)c2ccccc2)c(=O)n(-c2ccccc2)c1-c1ccccc1
10. O=C(C1CCN(S(=O)(=O)c2cnc[nH]2)CC1)N1CCn2c1nc1ccccc12

Screen / compound no.	6	7	8	9	10
TRb SRC2 PPI	-7%	-4%	1%	-7%	8%
L3MBTL1 inh	11%	-1%	·	6%	-2%
Tau ThT inhib	-6%	?	9%	-3%	3%
TR SRC2 fluor cs	-3%	-6%	-1%	-2%	-1%
RECQ1 helicase	-2%	-15%	·	0%	-8%
GoLoco inh red	2%	7%	·	4%	-1%
Tau fibril FP	-4%	4%	1%	10%	-5%
KDM4E inh	13%	?	·	1%	17%

11. COc1ccc(CN2C(=O)c3ccccc3C2=O)cc1C(=O)OC(C)C(=O)NC(N)=O (stereo unspecified)
12. c1ccc(N2CCN(c3cnc4ccccc4n3)CC2)cc1
13. S=C(NCc1ccncc1)NC1CCCCC1
14. CSc1ccc(CNC2CC2)cc1
15. O=C(CSc1nnc(-c2cccs2)o1)OC1CCCCC1

Screen / compound no.	11	12	13	14	15
TRb SRC2 PPI	-2%	-25%	1%	1%	0%
L3MBTL1 inh	5%	·	-6%[11.4 µM]	7%	31%[activator]
Tau ThT inhib	0%	?	-6%	-1%	-5%
TR SRC2 fluor cs	1%	1%	-2%	-4%	-3%
RECQ1 helicase	-1%	9%	i	-2%	i
GoLoco inh red	-5%	11%	5%	9%	-5%
Tau fibril FP	4%	6%	-8%	0%	-9%
KDM4E inh	1%	-6%	-2%	8%	-21%

Of the compounds above, these contain an aryl methoxy group.
2. COc1cccc(NC(=O)C2CC2(c2cccc(OC)c2)c2cccc(OC)c2)c1 (stereo unspecified)
8. CCCC(=O)N1CCc2cc(OC)c(OC)cc2C1COc1ccccc1OC (stereo unspecified)
11. COc1ccc(CN2C(=O)c3ccccc3C2=O)cc1C(=O)OC(C)C(=O)NC(N)=O (stereo unspecified)

Screen / compound no.	2	8	11
TRb SRC2 PPI	-6%	1%	-2%
L3MBTL1 inh	-1%	·	5%
Tau ThT inhib	2%	9%	0%
TR SRC2 fluor cs	0%	-1%	1%
RECQ1 helicase	0%	·	-1%
GoLoco inh red	2%	·	-5%
Tau fibril FP	4%	1%	4%
KDM4E inh	-6%	·	1%

Other results follow:
16. Cc1ccc(-n2ncc(C(=O)N3CCCCC3)c2C2CCN(C(=O)OC(C)(C)C)CC2)cc1C
17. CC(C)c1ccc2c(c1)CCC1C(C)(C(N)=O)CCCC21C (stereo unspecified)
18. Cc1cccc(NC(=O)CSc2nc3c(oc4ccccc43)c(=O)n2-c2ccccc2)c1
19. O=C(CN1C(=O)C2CC=CCC2C1=O)NC1CCCCC1 (stereo unspecified)
20. O=C(CCn1c(=S)oc2ccccc21)Nc1ccc(F)cc1

Screen / compound no.	16	17	18	19	20
TRb SRC2 PPI	0%	2%	2%	-5%	6%
L3MBTL1 inh	·	·	-3%	4%	38%[activator]
Tau ThT inhib	-5%	-11%	5%	2%	-4%
TR SRC2 fluor cs	0%	-1%	1%	1%	0%
RECQ1 helicase	·	-11%	-14%	i	i
GoLoco inh red	·	4%	-7%	3%	7%
Tau fibril FP	1%	-2%	-5%	3%	-5%
KDM4E inh	·	2%	4%	5%	0%

21. COC(=O)C1=NNC(C(=O)c2ccco2)C1c1ccc(OC)cc1 (stereo unspecified)
22. Cc1nn(CCOc2ccccc2)c(=O)n1-c1c(F)cccc1F
23. COc1ccc(OC)c(NC(=O)C(NS(=O)(=O)c2ccc3c(c2)CCCC(=O)N3)C(C)C)c1 (stereo unspecified)
24. O=C(NC1(C(F)(F)F)NC(=O)N(CCc2ccccc2)C1=O)c1ccccc1Cl (stereo unspecified)
25. CCOC(=O)c1c(NC(=O)c2ccc(S(=O)(=O)N3CCCC(C)C3)cc2)sc2c1CCN(C(C)C)C2 (stereo unspecified)

Screen / compound no.	21	22	23	24	25
TRb SRC2 PPI	-16%	-4%	2%	9%	-2%
L3MBTL1 inh	2%	-2%	·	·	·
Tau ThT inhib	4%	-13%	-9%	-7%	-16%
TR SRC2 fluor cs	1%	-4%	0%	-15%	-1%
RECQ1 helicase	-5%	-2%	·	·	·
GoLoco inh red	7%	-2%	·	·	·
Tau fibril FP	2%	1%	-3%	-6%	?
KDM4E inh	-19%	0%	·	·	·

26. COc1cccc(CCNC(=O)c2cnc3sc(N4CCCC4)nn3c2=O)c1
27. Cc1cc2c(c3oc(=O)c4ccccc4c13)CN(Cc1ccc(F)cc1)CO2
28. CC(C)(O)C#Cc1ccc(CN2CCN(CCc3ccccc3)C(CCO)C2)s1 (stereo unspecified)
29. CN(C1CCCC1)C1CCN(C(=O)CNC(=O)/C=C/c2ccc(F)cc2)CC1
30. CC1(C)Cc2c(sc3nc[nH]c(=O)c23)CO1

Screen / compound no.	26	27	28	29	30
TRb SRC2 PPI	4%	2%	-3%	-10%	7%
L3MBTL1 inh	·	·	-13%	18%	7%
Tau ThT inhib	0%	-17%	-6%	5%	4%
TR SRC2 fluor cs	-19%	-10%	2%	0%	0%
RECQ1 helicase	·	·	13%	-1%	-9%
GoLoco inh red	·	·	24%	-11%	-6%
Tau fibril FP	0%	-5%	-5%	0%	-4%
KDM4E inh	·	·	5%	3%	-2%

31. CCCC(=O)NCCCc1nc2ccccc2[nH]1
32. CCn1c2ccccc2c2cc(/C=N/n3cnnc3)ccc21
33. CCOC(=O)CSc1nnc(CNC(=O)c2ccc(OC)cc2)n1Cc1ccccc1
34. CCOc1cc(C2NC(=O)NC(C)=C2C(=O)OCc2ccccc2)ccc1O (stereo unspecified)
35. CCc1nn(CC(=O)NCc2ccco2)c(=O)c2cc3c(OC)cccc3n12

Screen / compound no.	31	32	33	34	35
TRb SRC2 PPI	-1%	5%	-2%	10%	6%
L3MBTL1 inh	7%	10%	2%	2%	·
Tau ThT inhib	2%	?	-1%	-14%	-4%
TR SRC2 fluor cs	-1%	-4%	2%	0%	-18%
RECQ1 helicase	-4%	-7%	i	-7%	·
GoLoco inh red	-2%	6%	-2%	0%	·
Tau fibril FP	-1%	-9%	5%	-7%	-4%
KDM4E inh	7%	?	0%	5%	·

Single records, from the list above. Order of values: TRb SRC2 PPI	L3MBTL1 inh	Tau ThT inhib	TR SRC2 fluor cs	RECQ1 helicase	GoLoco inh red	Tau fibril FP	KDM4E inh
CCOC(=O)CSc1nnc(CNC(=O)c2ccc(OC)cc2)n1Cc1ccccc1 in the list: -2%	2%	-1%	2%	i	-2%	5%	0%
CCn1c2ccccc2c2cc(/C=N/n3cnnc3)ccc21 in the list: 5%	10%	?	-4%	-7%	6%	-9%	?

Other entries follow:
36. C/C(=N/NC(=O)Cc1cc(=O)[nH][nH]1)c1ccc([N+](=O)[O-])cc1
37. Nc1ncn(CC(=O)c2ccccc2)n1
38. Cc1ccc(Cl)c2sc(NC(=O)CS(=O)(=O)c3ccc(Cl)cc3)nc12
39. N#Cc1cc2ccc(N3CCOCC3)cc2cc1C#N
40. CCOC(=O)c1ccccc1NC(=O)C1CCN(c2ncnc3c2nc2n3CCCCC2)CC1

Screen / compound no.	36	37	38	39	40
TRb SRC2 PPI	-11%	2%	-7%	-6%	3%
L3MBTL1 inh	?	6%	·	·	·
Tau ThT inhib	-2%	4%	1%	?	?
TR SRC2 fluor cs	7%	-4%	0%	-1%	-13%
RECQ1 helicase	-6%	i	·	0%	·
GoLoco inh red	7%	-4%	·	-13%	·
Tau fibril FP	1%	2%	11µM*	-13%	-4%
KDM4E inh	-4%	10%	·	?	·

41. CC(NC(=O)c1c(O)nc2ccccn2c1=O)c1ccccc1 (stereo unspecified)
42. Cc1ccc(CSc2nnc(C(F)(F)F)n2Cc2ccc(F)cc2)cc1
43. CC(C)Sc1nnc(NC(=O)C2CC2)s1
44. Cc1nn2c(C)c(C(=O)NCc3ccco3)cnc2c1-c1ccccc1
45. Cc1cc(=O)[nH]c(/N=C(\N)Nc2ccc(Oc3ccccc3)cc2)n1
46. C=CCS(=O)(=O)c1nc2ccccc2s1
47. COc1ccc(-c2ccc(N(C)C)cc2)cc1[C@H]1[C@H]2C=CC[C@@H](C)[C@@H]2C(=O)N1Cc1ccccc1
48. Cc1c(CN(C)C)c2c(n1C)C(=O)c1ccc(Br)cc1-2

Screen / compound no.	41	42	43	44	45	46	47	48
TRb SRC2 PPI	-7%	2%	-1%	-7%	1%	-17%	-7%	-1%
L3MBTL1 inh	·	29%	5%	·	·	41%[activator]	·	-13%
Tau ThT inhib	-1%	-8%	7%	?	-3%	?	?	?
TR SRC2 fluor cs	18µM*[quencher]	1%	-9%	0%	-3%	-6%	0%	0%
RECQ1 helicase	·	-9%	-15%	·	12%	-9%	-4%	-3%
GoLoco inh red	·	5%	10%	·	3%	2%	-5%	14%
Tau fibril FP	-12%	0%	-2%	-1%	0%	-14%	2%	7%
KDM4E inh	·	2%	-4%	·	-7%	-4%	?	-4%

Only part of the results is shown (hit frequency here may not be typical).
